EphA4 KYL inhibition = EphA4 ligand-binding antagonists – biochemical, colorimetric, mouse EphA4, primary screen (AID 689) | one-dose inhibition, % at 10 µM; IC50 in µM for titrated hits | EphA4-AP binding to KYL peptide, pNPP A405; higher % means a stronger effect | 62,000 compounds, 0.1% hits; in the data active means a potency from the dose series; inactive means the rest, 99 in 100 with inhibition below about 22%
Active calls of the source: *; & = joins results of further samples. Some of the compounds tested; rates above refer to the full screens.

Compound,EphA4 KYL inhibition
Cc1ccccc1-c1nc(CN2CCCC(C(=O)NCc3cccnc3)C2)c(C)o1 (stereo unspecified),-11%
COc1ccc2nc(NC(=O)CSc3nc(C)cc(C)n3)sc2c1,-20%
O=C(CC1CCCCC1)NCc1cn2ccsc2n1,0%
Cc1ccc2cc(CN(Cc3ccco3)C(=O)c3ccccc3)c(=O)[nH]c2c1C,-2%
O=C(Nc1ccc(-n2nncc2-c2ccco2)cc1)c1ccc(F)cc1,-13%
COc1ccc(C(CNC(=O)Cn2[nH]c(=O)c3ccccc3c2=O)N2CCCC2)cc1 (stereo unspecified),-3%
Cn1nnc(NC(=O)c2ccccc2F)n1,-4%&-5%
Cc1cccc(N2C(=O)CC(Sc3nc(-c4ccccc4)c4cc(Cl)ccc4n3)C2=O)c1 (stereo unspecified),-2%
COc1ccc(NC2=Nc3cccc4cccc2c34)cc1OC,-10%
COc1ccccc1C(=O)NCCC(=O)N1CC(=O)Nc2ccccc21,5%
CC(C)(C)c1ccc(S(=O)(=O)N2CCCC2C(=O)NC2=NCCS2)cc1 (stereo unspecified),-8%
O=C(CSc1nnc(C2CC2)n1Cc1ccccc1)c1cc2ccccc2o1,5%
CCOC(=O)CSc1nnc(-c2ccccc2NC(=O)c2ccccc2)o1,-9%
O=C(Cn1cnc2ccccc21)OCC(=O)N1CCc2ccccc2C1,-2%
CC(=O)N1N=C(c2ccncc2)OC12CCCCC2,3%
Cc1ccc(C(C(=O)NC2CCCCC2)N2CCN(C(=O)c3ccco3)CC2)cc1 (stereo unspecified),-14%
CN(C)c1ccc(C2N(c3ccc(F)cc3)C(=O)C3CCCN32)cc1 (stereo unspecified),-6%
CC(=O)Nc1nc(-c2ccccc2)nc(-c2ccccc2OC(C)=O)n1,9%
COC(=O)/C=C1\C(=O)N(c2nc3ccccc3s2)C(=S)N1c1ccc(F)cc1,-10%
COc1cc(COc2ccc3c(C)c(Cc4ccccc4)c(=O)oc3c2C)cc(OC)c1OC,4%

Reprinted from the entries so far for reference:
Compound,EphA4 KYL inhibition
Cn1nnc(NC(=O)c2ccccc2F)n1,-4%&-5%
Cc1cccc(N2C(=O)CC(Sc3nc(-c4ccccc4)c4cc(Cl)ccc4n3)C2=O)c1 (stereo unspecified),-2%
COc1ccc(NC2=Nc3cccc4cccc2c34)cc1OC,-10%

Single entries from the list:
`COc1ccc(NC2=Nc3cccc4cccc2c34)cc1OC` in EphA4 KYL inhibition is listed with -10%
`O=C(Cn1cnc2ccccc21)OCC(=O)N1CCc2ccccc2C1` in EphA4 KYL inhibition is listed with -2%

Other compounds
Compound,EphA4 KYL inhibition
CC(=O)c1c(N=CN(C)C)nc(C)nc1-c1ccccc1,-5%
COc1ccc(/C=C2/Sc3ccccc3C2=O)cc1,14%
CSc1nc2ccc3nc(NC(=O)c4ccccc4)sc3c2s1,6%
Cc1cc(C)nc(Nc2n[nH]c(COc3cccc4ccccc34)n2)n1,-11%
CC(/C=C/c1ccco1)=N/NC(=O)c1ccccc1Cl,0%
COC(=O)c1ccc(NC(=O)CSCc2ccccc2C)cc1,-1%
CCn1nnc(NC(=O)c2cccnc2)n1,-12%
O=C(CSc1ncn(-c2ccccc2)n1)Nc1ccc2c(c1)OCCO2,4%
Cc1cc(C)c(NS(=O)(=O)c2cc(C)ccc2C)c(C)c1,5%
Nc1cc(N)nc(SCCN2CCCCC2)n1,-2%
Nc1c(-c2ccc(Cl)cc2)cnn1-c1cccc([N+](=O)[O-])c1,-5%
CCOc1ccc(NC2=C(Cl)C(=O)N(c3ccccc3)C2=O)cc1,-8%
CC(C)C1S/C(=N/N=C/c2cccs2)NC1=O (stereo unspecified),-7%
O=C(CSc1ncnc2nc[nH]c12)Nc1ccccc1C(F)(F)F,-9%
Cc1c(Cl)c(C(F)(F)F)nn1CC(=O)NCc1ccc(Cl)cc1,0%
Cc1c(N=Cc2cc3c(cc2Cl)OCO3)c(=O)n(-c2ccccc2)n1C,-14%
c1ccc2c(N3CCCCC3)nc(-c3ccncc3)nc2c1,-7%
CCCCN1C(=O)C(NC(=O)CC(C)C)(C(F)(F)F)C2=C1CC(C)(C)CC2=O (stereo unspecified),-10%
CCCn1c(Sc2nc3c(c(=O)[nH]c(=O)n3C)n2CCC)nc2c1c(=O)[nH]c(=O)n2C,-8%
O=C(/C=C/c1ccc2c(c1)OCO2)N1CCC(CN2C(=O)c3cccc4cccc(c34)C2=O)CC1,3%

Sorted by value in EphA4 KYL inhibition (lowest first): three from the list above
Compound,EphA4 KYL inhibition
O=C(Nc1ccc(-n2nncc2-c2ccco2)cc1)c1ccc(F)cc1,-13%
Cc1cccc(N2C(=O)CC(Sc3nc(-c4ccccc4)c4cc(Cl)ccc4n3)C2=O)c1 (stereo unspecified),-2%
O=C(CC1CCCCC1)NCc1cn2ccsc2n1,0%

Next structures.
Compound,EphA4 KYL inhibition
Cc1ccc(S(=O)(=O)N2CCN(C(=O)c3ccc(OCc4c(C)noc4C)cc3)CC2)cc1,3%
CC(=O)Oc1cc2ccccc2cc1-c1nc2n(n1)C(=O)CCS2,-3%
Cc1ccc2c(c1)NC(=O)C(CC(=O)N(C)Cc1ccccc1)O2 (stereo unspecified),-1%
COc1ccc(NC(=O)N2CCCC2C(=O)Nc2ccc(C)c(Cl)c2)cc1 (stereo unspecified),-6%
COc1cccc(C(=O)N2CCN(C3CC4CCC3C4)CC2)c1 (stereo unspecified),-13%
Cc1cc(C)cc(Oc2ccc(C(F)(F)F)cc2C#N)c1,-6%
CCC(=O)Nc1nc2ccccc2n1CCN1CCOCC1,-12%
CC(=O)c1ncnn1CC(=O)c1ccc(Cl)cc1Cl,-24%
O=C(NCC(c1cccnc1)N1CCN(c2ccc(F)cc2)CC1)c1cccc(Cl)c1 (stereo unspecified),-10%
CCN(CC)C(=O)CSc1nc(C)cc(-c2cccs2)c1C#N,-9%
C/C(=N\NC(=O)CSCc1cccc(Br)c1)c1ccc([N+](=O)[O-])cc1,-5%
CN(C)c1ccc(/C=C/c2nc3ccccc3s2)cc1,9%
COC(=O)c1ccccc1Oc1c(F)c(F)nc(N2CCOCC2)c1F,-4%
O=C(CSc1nc2ccccc2[nH]1)Nc1nc2ccccc2s1,5%
C=CCOC(=O)C1=C(C)NC(C)=C(C(=O)OCC=C)C1c1ccc(C(=O)OC)cc1,-1%
CCOC(=O)c1sc2ccc(S(=O)(=O)N3CCCCC3)cc2c1N,-8%
Cc1cc(N2CCC(C(=O)NC3CC3)CC2)nc(-c2ccccc2)n1,0%
Cc1cc(C=O)c(C)n1-c1ccc([N+](=O)[O-])cc1,-2%
c1ccc(-c2csc3ncn4cnnc4c23)cc1,-10%
CCOC(=O)C1C(=O)NC(c2ccccc2)=NC1c1ccc(C(C)C)cc1 (stereo unspecified),1%

Gathered by group, the entries above with a furan ring, fused or not (5)
Compound,EphA4 KYL inhibition
Cc1ccc2cc(CN(Cc3ccco3)C(=O)c3ccccc3)c(=O)[nH]c2c1C,-2%
O=C(Nc1ccc(-n2nncc2-c2ccco2)cc1)c1ccc(F)cc1,-13%
O=C(CSc1nnc(C2CC2)n1Cc1ccccc1)c1cc2ccccc2o1,5%
Cc1ccc(C(C(=O)NC2CCCCC2)N2CCN(C(=O)c3ccco3)CC2)cc1 (stereo unspecified),-14%
CC(/C=C/c1ccco1)=N/NC(=O)c1ccccc1Cl,0%

Following part
mol | EphA4 KYL inhibition
Cc1ccc(-c2csc(C(C#N)=C3CCCC3)n2)cc1 | -7%
CCCOc1ccc(C(=O)Nc2ccc(Br)cc2C(=O)O)cc1 | -4%
CCCCNc1cc(NC(C)=O)cc2cc(OC)c(OC)cc12 | -2%
COc1ccc(C2=NOC(C(=O)Nc3ccc(C(C)=O)cc3)C2)cc1OC (stereo unspecified) | -11%
Cc1cc(C)c2c(N)c(S(=O)c3ccc(C(C)(C)C)cc3)sc2n1 (stereo unspecified) | 3%
COC(=O)c1sccc1-n1cccc1C(=O)N1CCOCC1 | -4%
Cc1nn(CCc2n[nH]c(=S)n2C2CCCCC2)c(C)c1Br | -3%
CC(C)(C)OC(=O)N1CCC[C@H]1C(=O)NCC1CCC(C(=O)O)CC1 (stereo partly specified) | -7%
COCCN(C(=O)C(C)C)c1nnc(-c2ccc(C)cc2)s1 | -4%
O=S(=O)(c1cccs1)n1nnc2ccccc21 | -6%
CCOc1ccc(S(=O)(=O)N(C)c2ccc(OCC(=O)OCc3c(C)noc3C)cc2)cc1 | -3%
N#Cc1nc(-c2ccc(OCc3ccccc3)cc2)oc1NCc1ccco1 | -6%
Cc1cccc(C(=O)NCC(C)CN(C)C)c1 (stereo unspecified) | 12%
Oc1[nH]c2ccccc2c1N=Nc1ccc(C(F)(F)F)cn1 | -4%
O=P(O)(CP(=O)(c1ccccc1)c1ccccc1)c1ccccc1 | -9%

Further entries
mol | EphA4 KYL inhibition
Cc1cccn2c(=O)c(/C=C3\SC(=S)N(CC(C)C)C3=O)c(NCCCOC(C)C)nc12 | 2%
CCCc1cc(=O)n2[nH]c(NCc3ccc(Cl)cc3Cl)nc2n1 | -4%
CCN1CCN(c2cc(C)c3cc(NC(=O)c4cnccn4)ccc3n2)CC1 | -3%
C=CCc1c(C)nc2cc(-c3ccc(C)cc3)[nH]n2c1=O | -3%
Cc1ccc(C)c(CN2C(=O)C(C)Oc3ccc(C)cc32)c1 (stereo unspecified) | 1%
CSc1ccc(NC(=O)CC(C)=O)cc1 | 4%
Cc1cc2c(cc1C)CSC(c1ccccc1OC(=O)C(C)(C)C)SC2 | -26%
CCOc1ccc(NC(=O)CN(C)CC(=O)Nc2cc(Cl)ccc2C#N)cc1OCC | -8%
Cc1nc(SCC(=O)N(C)Cc2ccco2)c2c(C)c(C)sc2n1 | -11%
Cc1ccc(S(=O)(=O)NCC(=O)N2CCC(C)CC2)cc1 | 7%
O=C(Cn1cc([N+](=O)[O-])cn1)Nc1ccccn1 | -4%
CCCN(CCC)S(=O)(=O)c1ccc(C(=O)N2CCC(=O)c3ccccc32)cc1 | 2%
COc1ccc(NC(=O)c2ccc3c(=O)n(Cc4ccco4)c(=S)[nH]c3c2)c(OC)c1 | -13%
COc1ccc(C(=O)COC(=O)CCN=C2NS(=O)(=O)c3ccccc32)cc1OC | -13%
C=CCCCC(=O)Nc1ccc(-c2ccc(NC(=O)CCCC=C)cc2)cc1 | -10%

Other entries follow:
mol | EphA4 KYL inhibition
COC(=O)c1sccc1NC(=O)CN(C)NS(=O)(=O)c1ccc(F)cc1 | -2%
O=C(CCc1ccccc1)NC(=S)Nc1cc(C(F)(F)F)ccc1N1CCOCC1 | 0%
O=C(NCC1COc2ccccc2O1)C1C2C=CC3(CN(Cc4cccs4)C(=O)C13)O2 (stereo unspecified) | -17%
Cc1ccc(CNC(=O)CCNS(=O)(=O)c2ccc(C)cc2)cc1 | -2%
O=S(=O)(N/N=C/c1c(F)cccc1Cl)c1ccccc1 | 3%
CCOC(=O)c1[nH]c(C)c(C(=O)NCc2ccc(OC)cc2)c1C | -20%
CCc1c(C)nc2ncnn2c1N1CCCC(C(=O)Nc2ccc(NC(C)=O)cc2)C1 (stereo unspecified) | -10%
CC(C)N=C(Nc1ccccc1)c1cccnc1 | -20%
O=C(Cn1cnc2c(nnn2Cc2ccc(F)cc2)c1=O)N1CCCCC1 | -5%
O=C1c2oc3ccc(F)cc3c(=O)c2C(c2ccccc2)N1CC1CCCO1 (stereo unspecified) | -1%
O=C1C=CC(=O)N1c1cccc([N+](=O)[O-])c1 | -7%
Cc1cc(C)n(CC(O)Cn2c3ccccc3c3ccccc32)c(=O)n1 (stereo unspecified) | 3%
O=C(CSc1nnc(-c2ccoc2)o1)N1CCOCC1 | 0%
COC(=O)CSc1nnc(CNc2ccc(Cl)cc2)n1-c1ccccc1 | -15%
Cc1ccc(NC(=O)c2ccc(-c3cccc(Cl)c3)o2)c([N+](=O)[O-])c1 | -2%
Cc1ccc(-c2nnc(CSc3nc4cc5c(cc4cc3C)OCO5)o2)cc1 | -19%
O=C(Nc1ccc(Cl)c(Cl)c1)OCc1cnc(Cl)s1 | 7%
COc1ccc(C(=O)Nc2ccc(NC(=O)c3ccco3)c(Cl)c2)cc1OC | -6%
